High-throughput results from PubChem.
TNF death inh – blocks TNF-alpha induced death of Jurkat FADD-/- cells; Jurkat FADD-/- TNF necroptosis rescue, ATP luminescence, 24 h; 0 = TNF only, 100 = no-TNF cells; activation (protection from cell death), % at 10 µM; 0.068% of 220,000 active;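 active means activation, meaning protection from cell death, of at least 50% relative to plate controls; inactive means activation below 50%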;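 further: necroptosis triggered by 40 ng/mL TNF-alpha added together with compound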
Ba/F3 V617F tox – reduce viability of Ba/F3 cells dependent on JAK2V617F. Ba/F3 EpoR-JAK2V617F viability, ATP luminescence. inhibition, % at 5.6 µM. 1.1% of 220,000 active. AID 1446;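 active means inhibition above the campaign mean plus 3 SD over all tested compounds, cut at about 24% in these data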;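 further: cytokine-independent growth of Ba/F3 cells driven by EpoR plus mutant JAK2; 0% = DMSO-treated cells and 100% = JAK inhibitor I control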
Wee1 stabilizer – blocks degradation of human Wee1 kinase; P30291; HeLa Luc-Wee1K328M stability, luciferase luminescence; 100% = proteasome inhibitor MG132 effect; reporter increase, % at 5 µM; 1.2% of 220,000 active;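 active means activation above the mean of all tested compounds plus 3 SD, set per screening run, cut at about 8.8% in these data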;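 further: cells exposed to compound for 20 h before luminescence read; 0% = DMSO alone and 100% = MG132 at 30 µM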
CHOP inhibitor – blocks CHOP induction under ER stress; CHO-K1 CHOP-promoter luciferase, tunicamycin-induced, 15-18 h; AID 2732; 3.8% of 220,000 active; inhibition, % at 10 µM;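 active means compounds that reduced the stress-induced luciferase reporter signal by more than about 70% of percent inhibition, limit read from the data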;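 further: 0% = tunicamycin plus vehicle and 100% = wells without tunicamycin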
zfTRPN1 agonist – zebrafish TRPN1 (NompC) channel agonism. activation, % at 3 µM. 0.18% of 220,000 active. HEK293 zebrafish TRPN1-YFP, Fluo-8 calcium fluorescence; 100% = response to 87 µM carbachol;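 active means activation above its plate's cutoff, the mean activation of test wells on that plate plus 3 SD, cut at about 19% in these data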;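 further: 0% = DMSO alone and 100% = 87 µM carbachol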
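Material: zebrafish TRPN1-YFP in HEK293 cells. Doses: one dose of 3 µM, 0.3% DMSO. Incubation: dye 1 h 37 °C plus 30 min RT. Measured by: intracellular calcium fluorescence with Fluo-8.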
PPC-1+TRAIL kill – kills PPC-1 cancer cells in the presence of TRAIL; PPC-1 cells + TRAIL, ATPLite viability luminescence; cell killing (% activity), % at 4 µM; 0.41% of 220,000 active; AID 1443;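 active means cell killing above 50% in the first pass at 4 µM, then a duplicate retest at 5 µM averaging 50% or more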;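 further: plate controls were cells with TRAIL plus DMSO for no effect and medium-only wells lacking cells for full effect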
BaF3 tox – reduces parental Ba/F3 cell viability, JAK2V617F counter-screen; inhibition, % at 5.6 µM; 1.1% of 220,000 active; AID 1486; CellTiter-Glo ATP luminescence;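 active means inhibition above a per-campaign cutoff, the mean inhibition of all tested compounds plus 3 SD, cut at about 27% in these data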;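 further: 0% = DMSO wells and 100% = JAK Inhibitor I control wells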
TRPML3 ag – human mucolipin-3 channel agonism; Q8TDD5; HEK293 TRPML3-YFP, Fluo-8 calcium fluorescence; 100% = the carbachol control signal; activation, % at 3 µM; 0.29% of 220,000 active;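 active means activation above its plate's cutoff, the mean activation of the plate's test wells plus 3 SD, cut at about 12% in these data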;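 further: 0% = DMSO only wells and 100% = carbachol wells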
Target sequence (Q8TDD5 whole entry, looked up): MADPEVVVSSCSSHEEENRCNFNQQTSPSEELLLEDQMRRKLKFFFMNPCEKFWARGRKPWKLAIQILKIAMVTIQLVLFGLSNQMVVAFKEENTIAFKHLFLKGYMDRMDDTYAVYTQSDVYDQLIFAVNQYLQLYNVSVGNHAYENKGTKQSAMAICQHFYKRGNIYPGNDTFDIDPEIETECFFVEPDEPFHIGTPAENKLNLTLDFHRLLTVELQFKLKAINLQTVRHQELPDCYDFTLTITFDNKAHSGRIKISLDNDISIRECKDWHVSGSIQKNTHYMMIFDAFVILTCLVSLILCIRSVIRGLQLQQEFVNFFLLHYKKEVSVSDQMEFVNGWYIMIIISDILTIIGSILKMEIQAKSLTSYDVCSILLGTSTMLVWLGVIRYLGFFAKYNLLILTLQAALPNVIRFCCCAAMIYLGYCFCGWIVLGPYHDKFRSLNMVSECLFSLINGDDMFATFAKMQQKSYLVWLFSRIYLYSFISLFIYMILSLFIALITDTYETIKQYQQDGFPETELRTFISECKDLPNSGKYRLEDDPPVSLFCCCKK
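Test system: HEK293 cells stably carrying human TRPML3-YFP; Doses: single dose, 3 µM final nominal compound, 0.3% DMSO final; Schedule: dye loading 1 h 37 °C then 30 min ambient, 125 s read; Technique: Fluo-8 calcium fluorescence; Benchmarks: high control carbachol 87 µM, low control DMSO.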
RBBP9 inh – inhibitors of human serine hydrolase RBBP9 | recombinant RBBP9, FP-Rh probe fluorescence polarization | inhibition, % at 7.94 µM | 0.2% of 220,000 active;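 active means inhibition above the campaign mean of all tested compounds plus 3 SD, cut at about 14% in these data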;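 further: plate controls were DMSO wells with RBBP9 for no effect and wells lacking RBBP9 protein for full effect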
Target sequence (O75884 whole entry, looked up): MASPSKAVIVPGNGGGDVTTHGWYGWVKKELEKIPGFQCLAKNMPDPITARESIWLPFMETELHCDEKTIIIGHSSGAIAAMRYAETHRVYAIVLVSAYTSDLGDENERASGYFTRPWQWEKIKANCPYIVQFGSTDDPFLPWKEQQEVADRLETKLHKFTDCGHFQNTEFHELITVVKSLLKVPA
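Material: RBBP9 protein. Amount: RBBP9 at 2.5 µM in dispensed solution, before mixing. Schedule: 30 min then 45 min, 25 °C. Medium: Tris buffer pH 8.0, NaCl, Pluronic. Measured by: fluorescence polarization. Measure: percent inhibition from mP, scaled between DMSO and no-protein wells. Replication: one well per compound.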
Active calls of the source: *; nt = no result given. The order is random; 6.8% or so of the library scored in one or more.

SMILES	TNF death inh	Ba/F3 V617F tox	Wee1 stabilizer	CHOP inhibitor	zfTRPN1 agonist	PPC-1+TRAIL kill	BaF3 tox	TRPML3 ag	RBBP9 inh
CC(=O)c1sc(NC(=O)c2cc3c(C)nn(-c4ccccc4)c3s2)nc1C	-1.0	0	1	81*	-0.7	21	-2	0.6	-5
O=C(Nc1cccc(S(=O)(=O)NCc2ccco2)c1)c1cc(-c2ccc(F)cc2)nc2ccccc12	1.0	1	9.2*	34	2.3	32	14	1.0	-50
CCOC(=O)c1c(NC(=O)C2c3ccccc3Oc3ccccc32)sc(C(=O)N(CC)CC)c1C	-10	0	1	43	0.2	21	-3	-0.3	-3
COc1ccc(NC(=S)N(Cc2cccnc2)Cc2cc3cc(OC)c(OC)cc3[nH]c2=O)cc1	0.6	3	-2	18	-0.7	16	5	0.6	-2
CCc1ccc(N2CN=c3s/c(=C\c4ccccc4)c(=O)n3C2)cc1	2.8	-5	-2	6	-0.5	-6	-3	0.1	-3
COc1ccc([N+](=O)[O-])cc1NC(=O)CCC(=O)c1cccs1	1.7	-5	-3	20	-0.3	19	1	0.2	-6
CSCCC(NC(=O)c1ccccc1)C(=O)OCC(=O)c1ccc[nH]1 (configuration not stated)	1.0	-4	-3	26	1.5	0	1	-0.7	0
Cc1ccc2c(CC(=O)Nc3ccc(N4CCN(C)CC4)cc3C)coc2c1	0.9	2	-1	-4	1.4	27	7	-0.2	-4
O=C(NC(=S)Nc1cccc([N+](=O)[O-])c1)c1ccco1	-0.1	1	-1	-19	1.4	25	7	1.0	-2
COc1ccc(NC(=O)C2CCCCN2S(=O)(=O)c2ccc(F)cc2)cc1 (configuration not stated)	0.2	1	-1	0	1.1	4	4	0.3	-4
CC(C)n1cc(/C=C2/SC(=O)N(CC(=O)N3CCCC3)C2=O)c2ccccc21	-2.0	4	-1	26	-0.1	26	2	0.5	-9
O=C(c1cccs1)N(c1ccc(Br)cc1)C1C=CS(=O)(=O)C1 (configuration not stated)	1.5	2	5	-18	-1.1	-3	0	0.0	-2
CCOC(=O)c1nnsc1-c1ccc(-c2snnc2C(=O)OCC)cc1	2.2	-1	3	13	-0.8	0	-1	0.8	6
O=C1c2ccccc2N2C(=O)c3ccccc3C2N1Cc1ccco1 (configuration not stated)	0.4	-2	0	24	0.3	1	5	-0.5	-4
CC(=O)Nc1ccc(NC(=O)Cn2cnc3c(cnn3C(C)(C)C)c2=O)cc1	1.6	-3	5	44	2.1	7	2	1.2	-2
COc1cc(/C=C(\C#N)c2nc3ccccc3[nH]2)ccc1Oc1ccc([N+](=O)[O-])cn1	-12	1	-3	45	3.6	-2	4	0.7	-14
Cn1nnnc1SCC(=O)N(C1CCCCC1)C1CCS(=O)(=O)C1 (configuration not stated)	-0.4	-3	-1	2	0.8	21	3	0.7	-10
COCCSc1ccccc1C(=O)Nc1ccc(Cl)cc1	0.7	3	0	19	-2.3	4	2	0.0	2
CCCCSc1nnc2nc(C)cc(C)n12	2.2	-1	6	30	-0.3	-7	-3	0.1	-2
CC(Oc1ccc(Cl)cc1)C(=O)Nc1sccc1C(N)=O (configuration not stated)	-0.1	1	-1	26	-0.1	17	3	-0.5	-2
CCCC(C)NC(=O)COc1ccc(S(=O)(=O)N2CCCC2)cc1 (configuration not stated)	0.7	6	-3	2	1.7	12	8	0.2	3
Cc1n[nH]c(C)c1S(=O)(=O)N(CC(=O)NC1CCCC1)c1ccc(C(C)C)cc1	-2.4	0	1	24	0.3	-2	6	-0.6	-9
CNC(=S)NC1CC2CCC(C1)N2Cc1ccccc1 (configuration not stated)	-2.3	1	-3	-9	2.9	1	3	-0.2	-7
CCCCCn1c(=O)[nH]c2cc(C(=O)NCCN(CC)CC)ccc2c1=O	-0.5	2	1	-22	2.0	6	0	0.2	-2
O=C1Nc2ccccc2C(O)(C(=O)NCc2ccco2)N1c1ccc(Cl)cc1 (configuration not stated)	0.2	-2	-1	14	3.6	0	4	0.2	-1
O=C(COCC(=O)Nc1cccc(C(F)(F)F)c1)Nc1cccc(C(F)(F)F)c1	4.1	-2	-1	103*	-0.1	30	-1	0.6	-12
O=C(c1ccco1)N1CCN(C(=O)c2cc(-c3ccccn3)nc3ccc(Cl)cc23)CC1	-3.8	-1	0	-10	2.6	12	6	0.8	-6
CCOC(=O)c1ccc(NC2c3ccccc3C(=O)N2c2ccccn2)cc1 (configuration not stated)	-0.4	1	0	37	0.6	-7	6	0.5	-3
O=C(O)CCC(=O)Nc1cccc(C(=O)Nc2cccc(Cl)c2)c1	-2.4	1	0	2	0.3	10	1	1.3	-1
COc1ccc(N2CCN(CCNC(=O)C3CCN(S(=O)(=O)c4cccs4)CC3)CC2)cc1	0.6	-2	0	-3	4.1	4	4	1.5	-7
Cc1ccc(S(=O)(=O)c2c(N)n(NC(=O)C3CC3)c3nc4ccccc4nc23)cc1	0.4	-4	-1	-3	0.9	-3	0	-0.1	-7
Cc1ccc2nsnc2c1NS(=O)(=O)c1c(C)ccc2nsnc12	-5.0	-4	1	-8	-1.9	-11	1	0.1	-6
CCN(CC)C(=O)Cn1cnc2sc(C(=O)N3CCN(Cc4ccc5c(c4)OCO5)CC3)c(C)c2c1=O	0.9	1	0	-3	5.6	6	0	2.7	-13
O=C(Cn1cc2c(n1)CCCCC2)Nc1ccccc1Cl	2.8	-1	-4	23	-1.1	12	2	-0.1	-7
O=C(Nc1cnccn1)c1ccncc1	-0.6	-3	-1	17	-0.1	11	-3	-0.1	1
CC(C)Oc1ccccc1C1CC(=O)Nc2cc3c(cc21)OCO3 (configuration not stated)	-12	73*	-4	nt	-0.4	-14	75*	-0.1	-3

Ordered by count of non-hydrogen atoms (rising): three of the compounds above
SMILES	TNF death inh	Ba/F3 V617F tox	Wee1 stabilizer	CHOP inhibitor	zfTRPN1 agonist	PPC-1+TRAIL kill	BaF3 tox	TRPML3 ag	RBBP9 inh
CC(Oc1ccc(Cl)cc1)C(=O)Nc1sccc1C(N)=O (configuration not stated)	-0.1	1	-1	26	-0.1	17	3	-0.5	-2
CC(C)Oc1ccccc1C1CC(=O)Nc2cc3c(cc21)OCO3 (configuration not stated)	-12	73*	-4	nt	-0.4	-14	75*	-0.1	-3
Cc1ccc2c(CC(=O)Nc3ccc(N4CCN(C)CC4)cc3C)coc2c1	0.9	2	-1	-4	1.4	27	7	-0.2	-4

2 compounds picked at random from those above, as already listed:
SMILES	TNF death inh	Ba/F3 V617F tox	Wee1 stabilizer	CHOP inhibitor	zfTRPN1 agonist	PPC-1+TRAIL kill	BaF3 tox	TRPML3 ag	RBBP9 inh
O=C(O)CCC(=O)Nc1cccc(C(=O)Nc2cccc(Cl)c2)c1	-2.4	1	0	2	0.3	10	1	1.3	-1
O=C(c1ccco1)N1CCN(C(=O)c2cc(-c3ccccn3)nc3ccc(Cl)cc23)CC1	-3.8	-1	0	-10	2.6	12	6	0.8	-6

The list goes on:
SMILES	TNF death inh	Ba/F3 V617F tox	Wee1 stabilizer	CHOP inhibitor	zfTRPN1 agonist	PPC-1+TRAIL kill	BaF3 tox	TRPML3 ag	RBBP9 inh
CC(=O)OCC(=O)[C@@]12OC(C)(C)O[C@@H]1C[C@H]1[C@@H]3C[C@H](F)C4=CC(=O)C=C[C@]4(C)[C@@]3(F)[C@@H](O)C[C@@]12C	-0.6	19	11*	30	1.1	17	9	-0.1	-8
CCOC(=O)C1CCCN(C2CCN(Cc3nc(-c4ccccc4)no3)CC2)C1 (configuration not stated)	-0.5	3	-1	5	-0.5	13	6	1.6	4
C#CCn1ccc(O)c(Cc2c(F)cccc2Cl)c1=O	0.5	1	1	-5	-0.7	-11	7	0.5	-6
Cc1cc(NC(=O)CSc2nnc(COc3ccccc3)n2Cc2ccco2)no1	1.2	-2	3	10	-0.5	31	0	-0.1	6
Cc1cccc(OCCCC(=O)O)c1C	-1.1	-2	0	70*	0.6	8	4	0.9	1
CCC1CCCCN1Cc1ccc(OC)c(OC)c1 (configuration not stated)	1.5	3	0	22	0.4	28	5	0.5	-6
Cc1c(C(=O)OCC(=O)Nc2c(C)n(C)n(-c3ccccc3)c2=O)cccc1[N+](=O)[O-]	0.4	-5	-2	65	0.7	8	3	1.0	-6
CN1CC(=O)N(C)c2ncn(Cc3ccccc3)c2C1=O	-0.3	2	0	0	1.0	-16	5	0.1	-3
Cc1ccc(NC(=O)C(C)Sc2nnc(-c3cccnc3)o2)cc1 (configuration not stated)	-2.4	-5	0	-2	0.8	2	0	0.7	-9
Cc1c(NC(=O)COC(=O)C23CC4CC(CC(Br)(C4)C2)C3)c(=O)n(-c2ccccc2)n1C	-0.2	1	-2	-7	-0.8	18	1	0.7	-9
Cc1ccc2cc(/C=N/Nc3nc4ccccc4[nH]3)c(Cl)nc2c1	-7.2	3	0	17	-0.8	0	9	-0.2	2
S=c1nccc(-c2ccc3c(c2)CCO3)[nH]1	-2.6	-2	0	-4	1.5	17	4	0.4	-16
Cc1ccc(C(=O)NC(NCc2ccccc2)C(Cl)(Cl)Cl)cc1 (configuration not stated)	-1.2	2	0	18	-1.9	30	7	0.2	-7
CC1(C)CC(=O)c2cnc(N3CCN(c4ccccc4)CC3)nc2C1	-0.5	-1	-2	87*	0.2	6	1	1.4	-3
CC(Oc1ccc(Br)cc1Br)C(=O)NC1CCCC1 (configuration not stated)	0.5	-3	3	22	-1.1	12	0	-0.1	1
CCc1cc2c(=O)c(-c3ccc4c(c3)OCCO4)coc2c(CN2CCCCC2C)c1O (configuration not stated)	0.4	8	2	8	0.3	15	16	-0.3	-7
Cc1cc(C(=O)OCC(=O)NCCC(C)C)c2ccccc2n1	0.1	-2	2	9	1.7	17	4	0.7	-8
Cn1cc(CN2CC3C[C@@H]4CC2C[C@H](C3)C4)c(-c2ccc3c(c2)OCCO3)n1	1.8	-3	-2	-15	1.3	12	-4	0.3	9
Cc1onc(-c2ccccc2Cl)c1C(=O)N1CCOC12CCN(c1cccc(F)n1)CC2	1.3	0	1	11	-1.4	20	3	0.6	-6
CCS(=O)(=O)c1ccc(O)c(NC(=O)COc2ccc(Cl)cc2)c1	-0.5	2	-2	-24	2.8	15	2	0.6	-6
O=C(CNC1CCCCCC1)c1cccs1	3.3	-2	3	-16	1.7	-2	7	0.2	1
C=CCc1cc(Cl)ccc1OCCNCCOC	0.4	6	3	18	0.5	25	3	1.3	-6
O=c1nc2ccccc2c2n1CC(CN1CCN(c3ccccc3F)CC1)N2 (configuration not stated)	-7.0	1	0	-11	0.9	12	2	0.9	-1
O=C(COC(=O)C(Cc1ccccc1)NC(=O)c1ccco1)NC1CC1 (configuration not stated)	-1.3	-3	0	0	-0.1	11	3	0.6	-8
O=C(O)C1SCCN1S(=O)(=O)c1ccc2ccccc2c1 (configuration not stated)	-0.4	1	1	34	1.9	-14	3	0.5	-8
CCOC(=O)C1(c2nc(N)cs2)COC(=O)C1 (configuration not stated)	1.8	-5	0	6	-0.1	2	1	0.7	-7
